# Compound activity as filed in PubChem BioAssay.
# FBW7 act – human FBW7 E3 ligase activation, primary screen. Q969H0. AlphaScreen FBW7–phospho-cyclin E peptide binding, activator screen. normalized activity (activation), % at 26.1 µM. 650,000 compounds, 0.13% hits. AID 1259310; in the data active means normalized activity above about 1.9%;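 further: purified mutant Fbw7 with reduced substrate affinity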
# Target sequence (Q969H0 whole entry, looked up): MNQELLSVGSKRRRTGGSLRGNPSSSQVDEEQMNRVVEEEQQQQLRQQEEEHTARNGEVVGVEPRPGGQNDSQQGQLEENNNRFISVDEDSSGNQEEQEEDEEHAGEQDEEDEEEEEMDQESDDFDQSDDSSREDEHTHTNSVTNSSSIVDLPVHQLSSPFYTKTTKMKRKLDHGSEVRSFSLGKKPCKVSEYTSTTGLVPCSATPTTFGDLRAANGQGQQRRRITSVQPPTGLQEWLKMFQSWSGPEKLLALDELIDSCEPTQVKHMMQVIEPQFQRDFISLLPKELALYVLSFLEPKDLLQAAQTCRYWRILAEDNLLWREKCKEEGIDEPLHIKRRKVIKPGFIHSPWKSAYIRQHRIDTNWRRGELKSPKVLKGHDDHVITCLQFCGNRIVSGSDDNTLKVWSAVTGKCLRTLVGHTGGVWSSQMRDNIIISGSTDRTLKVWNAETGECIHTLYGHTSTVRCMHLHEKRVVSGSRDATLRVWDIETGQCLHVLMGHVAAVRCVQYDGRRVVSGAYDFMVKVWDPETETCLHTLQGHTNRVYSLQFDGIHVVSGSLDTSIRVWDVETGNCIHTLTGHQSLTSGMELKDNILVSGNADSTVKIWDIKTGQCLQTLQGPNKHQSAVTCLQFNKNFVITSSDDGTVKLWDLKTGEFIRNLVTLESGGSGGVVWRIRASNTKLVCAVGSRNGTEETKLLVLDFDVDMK
# GPR151 activ – activators of human GPR151. Q8TDV0. PathHunter beta-arrestin GPR151 cells, luminescence. activation, % at 11.2 µM. 650,000 compounds, 1% hits. AID 1508602; in the data active means activation above about 4.9%;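 further: 0% = median of compound wells and 100% = cells with positive control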
# TEAD-YAP inh – TEAD-YAP interaction inhibition. HEK-TIYL cells, TEAD-Gal4/YAP UAS-luciferase luminescence. inhibition, % at 9.12 µM. 640,000 compounds, 1.4% hits. AID 1259422; in the data active means inhibition above about 32%;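 further: 0% = median of test compound wells and 100% = reference inhibitor wells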
# MITF primary – blocks human microphthalmia-associated transcription factor; O75030; AlphaScreen MITF homodimerization, bead proximity signal; inhibition, % at 2.6 µM; 650,000 compounds, 0.91% hits; in the data active means inhibition above about 50%;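 further: 0% = vehicle wells with protein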
# * marks the source's active call; other numbers are inactive results. This is a random part of the collection; 3.4% or so of the library scored in one or more.
SMILES,FBW7 act,GPR151 activ,TEAD-YAP inh,MITF primary
O=C1CCCN1CCCNc1nccc(NCCOc2ccccc2)n1,0.1,-2.2,-6.0,3.0
COC(=O)c1c(S(=O)(=O)Nc2ccc(C)cc2)sc2c1CCN(C(=O)C1(C)CC1)C2,0.1,0.3,3.2,-2.1
CCc1ccc2c(c1)NC(=O)C2(C)c1ccccc1OC (stereo not given),0.2,0.5,-6.7,14.2
Cc1ccc(CNC(=O)C(C)n2cccc2)cc1 (stereo not given),0.0,0.0,0.4,-1.0
COC(=O)c1ccccc1Cc1nc(=O)c2ccccc2n1C,-0.1,-1.0,2.7,9.9
CCc1ccc(-c2nc(CN3CCCC(C(=O)NCC(OC)OC)C3)c(C)o2)cc1 (stereo not given),0.1,0.1,-2.2,20.6
CNC(=O)CN(c1cccc(F)c1)S(C)(=O)=O,-0.1,0.0,6.7,-2.7
CCN(c1ccccc1)S(=O)(=O)c1ccc2[nH]cc(C(=O)N(Cc3ccco3)CC3CCCO3)c(=O)c2c1 (stereo not given),-0.5,-0.7,8.4,9.2
C=CCSc1nc2ccc(OC)cc2[nH]1,0.0,-0.1,-17.5,11.1
CCCS(=O)(=O)c1c(S(=O)(=O)CCC)c2cc(CC)ccn2c1C(=O)OC,-0.1,1.1,-3.6,-4.2
CCN(CC)S(=O)(=O)c1ccc(NS(=O)(=O)c2ccc(C)c([N+](=O)[O-])c2)cc1,-0.1,2.2,8.9,3.4
COc1ccccc1C(=O)Nc1c(O)c2ccccc2oc1=O,-0.1,-0.5,4.0,-5.0
COc1ccccc1C(c1sc2nc(C)nn2c1O)N1CCC(C(N)=O)CC1 (stereo not given),0.2,0.3,-1.1,5.2
COC(=O)c1nc2n(n1)C(c1ccc(F)cc1)C(C(=O)Nc1ccccc1OC)=C(C)N2 (stereo not given),-0.1,-0.5,-2.9,-5.3
COc1ccc(C2N(c3ccccc3)C(=O)N3CC(C)(C)CN23)cc1 (stereo not given),0.1,0.3,-8.1,-1.0
N#C/C(=C(/O)c1cccc(Br)c1)c1nc2ccccc2c(=O)[nH]1,-0.1,0.0,-17.6,-4.8
Cc1cccc(NC(=O)NCC(c2ccc3c(c2)CCN3C)N2CCN(C)CC2)c1 (stereo not given),-0.2,5.0*,-8.2,8.4
C/C(=C\c1ccccc1)c1nc(-c2cccc(C(F)(F)F)c2)no1,-0.2,3.0,2.4,4.7
Cn1c(=O)n(C)c2cc([N+](=O)[O-])c(N3CCCCC3)cc21,-0.3,-0.1,2.5,1.5
O=C(CSc1ccc([N+](=O)[O-])cc1)Nc1ccc(-c2nnc3n2CCCCC3)cc1,0.0,1.1,-1.9,-0.1
O=c1[nH]c2nc(-c3ccc4c(c3)OCO4)cnc2n1CC1CC1,-0.2,0.6,-14.5,0.1
CCC(C)CNC1CCN(c2cccc(NS(=O)(=O)c3ccc(F)cc3)c2)CC1 (stereo not given),0.1,-0.8,4.7,15.8
CCn1c(C(=O)O)c(CC(=O)N(C)c2ccc(OC)cc2OC)c2ccccc21,0.5,0.4,5.1,-1.7
Cc1ccc(-c2csc3ncc(C(=O)NOC(C)(C)C)c(=O)n23)cc1,-0.1,0.7,7.3,5.3
Cc1cccc(NC(=O)c2cccc(OCc3ccccc3)c2)n1,-0.1,-5.7,6.5,9.8
Nc1nccc(-c2ccc3nc(C4COc5ccc(Cl)cc5C4)oc3c2)n1 (stereo not given),0.1,-0.6,8.6,0.9
Cc1ccc(Nc2ccc3nonc3c2[N+](=O)[O-])cc1C,-0.2,-0.1,0.6,6.1
C=CCNC(=O)c1c[nH]c2ccc(S(=O)(=O)N(C)c3ccccc3CC)cc2c1=O,0.0,1.8,0.6,5.8
CSc1ccc(CN2CCN(Cc3cccc4ccccc34)CC2)cc1,-0.1,0.6,-7.8,74.4*
CN(C)CCOc1cc(-c2ccnc(N)n2)ccc1NC(=O)[C@H]1COc2ccccc2O1,-0.2,-0.5,1.9,2.8
CCn1c(=NC(=O)c2cccc(N3C(=O)CCC3=O)c2)sc2c(OC)ccc(OC)c21,0.1,2.7,-10.0,-9.7
Cc1ccc2c(c1)N(C(=O)N1CCC(C(=O)NCc3ccccc3C)CC1)CCO2,0.5,-0.6,12.9,7.6
O=[N+]([O-])c1nn(-c2ccc(Cl)cc2)n(O)c1=Nc1ccc(Br)cc1,-0.3,-0.7,11.1,12.3
CCOc1cccc(C2Nc3ccccc3NC3=C2C(=O)CC(c2ccc(OC)cc2)C3)c1 (stereo not given),-0.1,-1.4,6.6,13.6
Cc1[nH]c2ccccc2c1C(Nc1nccs1)c1ccccc1O (stereo not given),-0.2,-0.3,2.1,-14.1
CCOC(=O)C1CCC(CN(Cc2ccccc2C)S(=O)(=O)c2cc(C)ccc2C)CC1 (stereo not given),0.4,0.0,-1.4,6.0
CC(=O)c1ccc(NC(=O)CCn2c(=O)c3cccn3c3ccccc32)cc1,0.1,0.5,0.1,2.2
Cc1ccc(C(=O)COC(=O)CN2C(=O)c3ccc(Br)cc3C2=O)cc1[N+](=O)[O-],0.0,1.3,4.1,3.4
CCOC(=O)c1nnn(-c2nonc2N)c1CNc1ccc(F)cc1,0.4,-1.5,14.0,17.1
C[C@@H](O)[C@H]1C(=O)N2C(C(=O)O)=C([C@H]3CCCO3)S[C@H]12,0.0,-0.9,-2.4,-6.6
COc1ccc(C(=O)CSc2nnc(COc3ccccc3)n2C)cc1,0.2,1.9,-7.4,10.1
O=C1CCCC2=C1C(c1ccc([N+](=O)[O-])cc1)Nc1ccc(C(=O)c3ccccc3)cc1N2 (stereo not given),0.0,2.2,13.5,2.7
Cn1c(=O)[nH]c(N2CCC(O)CC2)c(Cc2cccc(C(F)(F)F)c2)c1=O,0.1,1.0,-0.4,-5.7
CC1=CCC2C(=O)N(c3ccc(C)cc3)C(=O)C2C1 (stereo not given),0.0,0.2,-6.8,8.0
COc1ccc(C2CC(=O)C3=C(C2)Nc2ccccc2NC3c2ccc(OC(F)(F)F)cc2)cc1 (stereo not given),-0.1,-0.3,-4.4,1.5
O=C1CN(C(=O)c2ccco2)C(c2ccccc2)c2cc(F)ccc2N1 (stereo not given),0.1,0.4,1.9,-1.5
CC(NC(=O)c1cccs1)c1ccc(Br)cc1 (stereo not given),0.3,-0.5,13.4,-0.7
COc1ccccc1NC(=O)CN1CCC(C)CC1,0.0,0.2,-0.8,-11.5
O=C(NC1CCCC1)c1ccc(N2CCOCC2)c([N+](=O)[O-])c1,0.1,-0.4,-2.8,0.8
CCOC(=O)C(=O)Nc1nnc(COc2ccccc2)s1,0.5,-0.2,6.3,6.3
CCCCOc1ccc(/C=C2\N=C(c3cccc([N+](=O)[O-])c3)OC2=O)cc1,0.0,0.0,-12.5,-3.3
O=C(NCc1ccccc1)c1cc(I)ccc1O,0.5,0.5,9.3,8.0
C=CCc1ccc(OCCN(C)C)c(OC)c1,-0.8,1.0,-0.9,81.8*
COc1cccc(C(=O)COc2ccc([N+](=O)[O-])cc2)c1,-0.1,0.3,-22.2,-1.5
COc1ccc(-n2nc(C(=O)N3CCN(C)CC3)c3ccccc3c2=O)cc1,-0.1,0.6,-0.6,-4.6
FC(F)(F)c1n[nH]c(=S)n1/N=C/c1ccc(N2CCOCC2)cc1,0.5,-0.5,-1.1,26.6
COc1cccc(C(=O)NCc2ccccc2)c1,0.3,0.1,-7.9,8.7
O=S(=O)(NCCNc1ncnc2sc3c(c12)CCCC3)c1ccc(F)cc1,-0.1,1.6,-13.8,-2.2
CC1CCCCN1C(=O)c1c(NC(=O)c2ccccc2)sc2c1CCC(C(C)(C)C)C2 (stereo not given),0.1,-1.0,7.2,7.2
O=S(=O)(Nc1ccc(S(=O)(=O)N2CCCC2)cc1)c1ccc(Cl)cc1,0.0,0.8,-5.3,2.5

# Continuation:
SMILES,FBW7 act,GPR151 activ,TEAD-YAP inh,MITF primary
CCOc1ccc(NC(=O)COc2ccccc2C(N)=O)cc1,0.1,1.7,-11.8,1.4
O=C(CNC(=O)c1ccccc1Cl)N=Nc1c(O)[nH]c2ccccc12,0.2,-0.4,6.2,23.9
CSc1ccc(/C=N/Nc2nnnn2-c2ccccc2)cc1,0.0,-1.0,4.9,-14.8
Nc1c(C(=O)Nc2nccs2)sc2nc3c(c(-c4ccco4)c12)CCC3,1.2,0.6,22.2,10.3
O=C(N/N=C/c1ccco1)C1CC12CCC2 (stereo not given),-0.2,0.0,-18.2,42.8
CCCN1CCN(c2nc(C)nc3scc(-c4ccccc4)c23)CC1,-0.1,-1.3,13.5,-5.0
O=[N+]([O-])c1ccc2oc(C3CCCCC3)nc2c1,0.2,-1.4,0.9,17.9
CNC(=O)/C(C#N)=C/c1ccc(-c2ccc(Cl)cc2Cl)o1,0.1,-1.6,-7.8,3.1
CCOC(=O)C1=C(C)NC(=O)CC1c1ccccc1F (stereo not given),0.5,2.6,-4.1,11.3
C=CCNC(=O)CC(=O)N/N=C/c1cc(OC)ccc1OC,0.1,0.8,9.6,8.6
COC(=O)c1ccc(Oc2nc3c(c(=O)n(C)c(=O)n3C)n2CCC(C)C)cc1,0.0,0.3,7.8,-1.9
Cc1cccn2c(=O)c3cc(C(=O)NCC(C)C)sc3nc12,0.0,-0.4,-2.0,-17.1
Nc1nc(Cl)nc2c1ncn2-c1ccccc1,1.1,2.7,-29.4,20.5
Cc1ccc(-n2nc3c(c2NC(=O)COc2ccc4ccccc4c2)CS(=O)(=O)C3)cc1,0.7,1.5,-3.8,7.0
O=C(CCN1C(=O)C2C3C=CC(C3)C2C1=O)Oc1ccc2ccccc2c1 (stereo not given),-0.1,-0.6,-4.8,2.2

# Arranged by count of non-hydrogen atoms (highest first): some entries from above
SMILES,FBW7 act,GPR151 activ,TEAD-YAP inh,MITF primary
Cc1ccc(-n2nc3c(c2NC(=O)COc2ccc4ccccc4c2)CS(=O)(=O)C3)cc1,0.7,1.5,-3.8,7.0
Nc1c(C(=O)Nc2nccs2)sc2nc3c(c(-c4ccco4)c12)CCC3,1.2,0.6,22.2,10.3
O=C(CNC(=O)c1ccccc1Cl)N=Nc1c(O)[nH]c2ccccc12,0.2,-0.4,6.2,23.9
Cc1cccn2c(=O)c3cc(C(=O)NCC(C)C)sc3nc12,0.0,-0.4,-2.0,-17.1
O=[N+]([O-])c1ccc2oc(C3CCCCC3)nc2c1,0.2,-1.4,0.9,17.9

# Continued:
SMILES,FBW7 act,GPR151 activ,TEAD-YAP inh,MITF primary
Cn1c(=O)n(C)c2cc(/C=C3/C(=O)NN(c4cccc(F)c4)C3=O)ccc21,0.1,1.5,5.3,-4.1
COc1ccc(NC(=O)O/N=C\c2ccc(Br)cc2)cc1,-0.1,0.6,1.1,4.5
COc1ccc(CCNC(=O)C(=O)Nc2ccccc2)cc1OC,0.1,-1.4,-49.4,-2.0
O=C(NCc1cccs1)c1nn2c(C(F)(F)F)cc(-c3ccccc3)nc2c1Br,0.1,-1.8,-2.6,6.5
Cn1c(=O)on(-c2ccccc2)c1=O,-0.1,1.4,-3.0,-4.0
N#CC1=C(N)N(c2c(F)cccc2F)C2=C(C(=O)CCC2)C1c1ccc2c(c1)OCO2 (stereo not given),-0.1,-0.2,-2.3,-0.3
CCCn1c(CCCNC(C)=O)nc2ccccc21,-0.3,0.0,11.2,-11.1
Cc1ccc(NC(=O)CCN2CCN(C)CC2)cc1Br,0.0,0.6,-4.8,-1.7
COc1cn(CC(=O)Nc2ccc(C)cc2C)c(CSc2nc(C)cs2)cc1=O,0.1,0.6,-14.8,7.3
N#Cc1c(NC(=O)c2cccnc2Cl)sc2c1CCCCC2,0.7,0.4,-29.1,17.9
COc1ccc(/C=C2\N=C(c3cc(Cl)ccc3Cl)OC2=O)c(OC)c1,0.1,-0.7,9.9,-0.4
O=C(c1ccccc1)N(c1ccc(N(C(=O)c2ccccc2)S(=O)(=O)c2ccccc2)cc1)S(=O)(=O)c1ccccc1,0.0,0.6,-2.2,1.2
Cc1ccc(/C=C2\SC(=S)N(C3CCS(=O)(=O)C3)C2=O)o1 (stereo not given),0.1,-0.9,14.9,37.1
Nc1c(C(=O)Nc2ccccc2Cl)sc2nc3cc4c(cc3cc12)OCO4,-0.3,1.6,-5.5,-5.3
COc1cc(CNc2ncc(-c3ccc4ccccc4c3)n3ccnc23)cc(OC)c1OC,0.0,-1.1,8.2,1.3
CCOC(=O)CC(=O)NC(C)(C)Cc1ccc(O)c(C)c1,-0.2,0.8,1.9,-12.6
O=C(COc1cccc(Br)c1)N/N=C/c1cccnc1,0.1,-0.6,5.7,2.9
CC(C)(C)C(=O)COc1ccc2ccc(=O)oc2c1,0.0,1.5,-4.2,7.7
O=C(CNCCN1CCCCC1)Nc1ccc(N2CCCC2)cc1,-0.2,-0.4,-6.0,82.7*
O=c1c(C=NCC2CCCO2)c(CSc2ccc(Cl)cc2)[nH]n1-c1nc2ccccc2s1 (stereo not given),-0.1,0.5,8.4,-2.2
CCc1nnc(NS(=O)(=O)c2ccc(NCc3cc(Cl)ccc3O)cc2)s1,0.1,0.2,-10.7,4.3
CSc1ccc(CN2CCN(C(=O)c3ccc(-c4ccccc4)cc3)CC2)cc1,0.0,0.0,6.9,0.7
CCNc1nc(C(=O)NC2CC2)cs1,0.3,-1.4,8.1,10.6
COc1cccc(NC(=O)COc2ccc(C(=O)OCC(N)=O)cc2)c1,0.2,-2.8,-0.4,12.1
Cc1ccc2nc(-c3cccnc3)cc(C(=O)Nc3nncs3)c2c1,-0.2,0.5,-3.2,-8.4
O=C(OCc1ccc([N+](=O)[O-])cc1)c1cc(=O)c2ccccc2o1,0.0,-0.3,10.3,-10.1
